Screening results (PubChem)
PPC-1+TRAIL kill – kills PPC-1 cancer cells in the presence of TRAIL; PPC-1 cells + TRAIL, ATPLite viability luminescence; cell killing (% activity), % at 4 µM; 220,000 tested, 0.41% active;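 active means cell killing above 50% in the first pass at 4 µM, then a duplicate retest at 5 µM averaging 50% or more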;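 further: plate controls were cells with TRAIL plus DMSO for no effect and medium-only wells lacking cells for full effect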
NPY-Y1 PAM-ag – potentiators or agonists of human neuropeptide Y receptor Y1. P25929. NPY-Y1 expressing cells, potentiator/agonist activation. AID 1304. 220,000 tested, 0.37% active. activation, % at 3.6 µM; in the data active means activation above about 33%, passing the limit was not always enough;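 further: cells stimulated with NPY at EC10 then isoproterenol at EC100; 0% = low agonist plus stimulus and 100% = saturating agonist plus stimulus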
Target sequence (P25929 whole entry, looked up): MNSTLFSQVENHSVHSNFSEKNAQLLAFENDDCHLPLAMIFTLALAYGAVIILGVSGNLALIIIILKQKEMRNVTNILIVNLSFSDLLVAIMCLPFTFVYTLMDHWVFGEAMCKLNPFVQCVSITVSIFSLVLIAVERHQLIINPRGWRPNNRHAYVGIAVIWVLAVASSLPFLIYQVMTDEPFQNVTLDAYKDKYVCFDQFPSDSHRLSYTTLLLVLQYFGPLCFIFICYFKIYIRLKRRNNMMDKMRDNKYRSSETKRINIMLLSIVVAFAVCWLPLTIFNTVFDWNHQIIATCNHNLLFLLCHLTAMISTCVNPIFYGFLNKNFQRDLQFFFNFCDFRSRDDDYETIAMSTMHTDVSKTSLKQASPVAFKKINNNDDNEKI
NPY-Y1 antag – blocks the human neuropeptide Y Y1 receptor. P25929. HEK293-CNG Y1 cells, membrane potential fluorescence; NPY at EC95, then isoproterenol. inhibition, % at 3.6 µM. 200,000 tested, 1% active;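 active means inhibition above the campaign mean inhibition of all tested compounds plus 3 SD, cut at about 20% in these data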;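 further: 0% = DMSO wells given NPY plus isoproterenol and 100% = isoproterenol alone without NPY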
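Material: HEK293 cells with Y1 receptor plus CNG channel; times: compound incubation 1 h at room temperature, readout 45 min post-stimulation; signal: fluorescence, membrane potential probe; read-out basis: fluorescence ratio normalized to % inhibition between controls; benchmarks: full-block control isoproterenol-only wells, zero-block control NPY plus isoproterenol wells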
14-3-3 Bad inh – disrupts binding of bovine 14-3-3 zeta to phospho-Bad peptide; inhibition, % at 21.7 µM; P63103; 220,000 tested, 0.71% active; TR-FRET 14-3-3zeta/Dy647-pBad peptide displacement, 1 h;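 active means inhibition above about 70%, limit read from the data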;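 further: 0% = full 14-3-3 plus peptide FRET controls and 100% = background without 14-3-3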
Target sequence (P63103 whole entry, looked up): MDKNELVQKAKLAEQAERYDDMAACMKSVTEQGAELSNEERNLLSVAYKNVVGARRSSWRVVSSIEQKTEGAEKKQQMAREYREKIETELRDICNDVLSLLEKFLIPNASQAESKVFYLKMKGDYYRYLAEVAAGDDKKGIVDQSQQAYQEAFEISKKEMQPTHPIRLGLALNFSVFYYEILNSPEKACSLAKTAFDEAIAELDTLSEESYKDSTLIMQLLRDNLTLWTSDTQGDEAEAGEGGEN
CHOP inhibitor – CHOP inhibition in unfolded protein response. inhibition, % at 10 µM. CHO-K1 CHOP-promoter luciferase, tunicamycin-induced, 15-18 h. 220,000 tested, 3.8% active;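 active means compounds that reduced the stress-induced luciferase reporter signal by more than about 70% of percent inhibition, limit read from the data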;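 further: 0% = tunicamycin plus vehicle and 100% = wells without tunicamycin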
PGE2 EP2 inh – EP2 receptor (human) inhibition; P43116; C6 glioma cells expressing human EP2, cAMP TR-FRET; cells stimulated with saturating PGE2; inhibition, % at 25 µM; 260,000 tested, 0.52% active; AID 1422;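 active means percent inhibition above 40 after rounding to a whole number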;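 further: rat C6 glioma host cells with rolipram phosphodiesterase inhibitor present; the protocol text gives 20 µM as final concentration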
Target sequence (P43116 whole entry, looked up): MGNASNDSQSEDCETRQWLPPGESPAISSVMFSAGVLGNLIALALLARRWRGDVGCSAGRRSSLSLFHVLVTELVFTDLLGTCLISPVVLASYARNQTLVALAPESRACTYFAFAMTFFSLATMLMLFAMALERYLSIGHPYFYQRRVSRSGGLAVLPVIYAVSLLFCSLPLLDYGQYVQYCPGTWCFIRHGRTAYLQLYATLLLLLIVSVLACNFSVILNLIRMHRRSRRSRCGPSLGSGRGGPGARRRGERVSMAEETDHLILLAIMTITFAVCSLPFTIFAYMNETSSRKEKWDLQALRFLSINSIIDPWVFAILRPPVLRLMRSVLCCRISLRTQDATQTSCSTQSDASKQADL
TRPML3 agonist – activates the human TRPML3 channel; AID 1448; activation, % at 3 µM; 220,000 tested, 0.29% active; HEK293 TRPML3-YFP, Fluo-8 calcium fluorescence; 100% = the carbachol control signal; Q8TDD5;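 active means activation above its plate's cutoff, the mean activation of the plate's test wells plus 3 SD, cut at about 12% in these data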;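 further: 0% = DMSO only wells and 100% = carbachol wells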
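Test system: HEK293 cells stably carrying human TRPML3-YFP; Doses: single dose, 3 µM final nominal compound, 0.3% DMSO final; Schedule: dye loading 1 h 37 °C then 30 min ambient, 125 s read; Technique: Fluo-8 calcium fluorescence; Benchmarks: high control carbachol 87 µM, low control DMSO.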
TRPN1 ag – zebrafish TRPN1 (NompC) channel agonism; HEK293 zebrafish TRPN1-YFP, Fluo-8 calcium fluorescence; 100% = response to 87 µM carbachol; activation, % at 3 µM; 220,000 tested, 0.18% active; AID 1424;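 active means activation above its plate's cutoff, the mean activation of test wells on that plate plus 3 SD, cut at about 19% in these data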;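 further: 0% = DMSO alone and 100% = 87 µM carbachol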
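Control set: carbachol 87 µM as high control, DMSO as low control; system: HEK293 stable line with zebrafish TRPN1-YFP; read-out: % activation versus carbachol response; detection: intracellular calcium fluorescence with Fluo-8; doses: single test compound dose, 3 µM nominal, 0.3% DMSO; schedule: dye 1 h 37 °C plus 30 min RT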
EP2 modulator – EP2 receptor (human) modulation; 260,000 tested, 0.83% active; induction, % at 25 µM; EP2-expressing cells, cAMP HTRF FRET, PGE2 co-stimulation; P43116;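 active means compounds whose cAMP rise, as percent of the full-agonist control response, exceeds 60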;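 further: rat C6 glioma line stably carrying human EP2 under a CMV promoter; the protocol text gives 20 µM as final concentration; 100% = response of wells given 1 µM PGE2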
An asterisk follows results filed as active; nt = not tested or not shown; & = joins results of further samples; [ ] = remark or other dose. These rows are one share of the data (hit frequency here may not be typical).

SMILES	PPC-1+TRAIL kill	NPY-Y1 PAM-ag	NPY-Y1 antag	14-3-3 Bad inh	CHOP inhibitor	PGE2 EP2 inh	TRPML3 agonist	TRPN1 ag	EP2 modulator
O=C(Nc1ccccn1)c1ccc(CN(c2ccccc2)S(=O)(=O)c2ccccc2)cc1	-10	15	0	4	-7	7	0.7	-0.3	-21
CCOCCCn1c(SC(C(=O)Nc2cc(C)ccc2C)c2ccccc2)nnc1-c1ccc(Cl)cc1 (centres undefined)	9	18	4	7[fluorescence artefact?]	16	1	0.1	-0.1	41
CCS(=O)(=O)N1CCN(c2nc(-c3ccccc3)cs2)CC1	9	1	10	9	57	13	1.5	-0.4	-2
O=C(CN(CCc1ccccc1)S(=O)(=O)c1ccc(Br)cc1)N/N=C/c1ccccc1C(=O)O	9	-16	-2	-18	-2	9	0.5	-0.1	-24
c1ccc(Cc2nnc3sc(-c4ccccn4)nn23)cc1	-5	-25	5	5	6	4	0.9	0.4	-2
CC(=O)C(Cc1cnc(Cl)s1)(Cc1cnc(Cl)s1)C(C)=O	24	6	0	1	30	4	0.0	0.0	12
CCOC(=O)C1=C(C(F)(F)F)Nc2ncnn2C1c1ccc(OC)c(OC)c1OC (centres undefined)	25	-28	1	-29[fluorescence artefact?]	20	7	0.2	-1.0	6
Cn1cc(CN2CCCCC2c2ccccn2)c(-c2ccc3c(c2)OCCO3)n1 (centres undefined)	9	10	1	-14	21	1	0.9	-0.4	5
COc1ccc(-n2ncc(S(=O)(=O)c3ccccc3)c2-c2ccc(Cl)cc2)cc1	-4	-17	9	25[fluorescence artefact?]	-30	1	0.4	1.6	1
Cc1cccc(-n2c(SCc3cc(=O)n4ccsc4n3)nc3ccccc3c2=O)c1	31	-7	2	-17	1	12	0.6	-1.6	-10
Cc1ccnc(SCc2cc(=O)c(OC(=O)c3ccc(S(=O)(=O)N(C)C)cc3)co2)n1	4	-8	4	-2	26	8	0.8	-0.8	25
CCOc1ccc(C(=O)NC(=S)Nc2ccccc2N2CCCCC2)cc1[N+](=O)[O-]	1	-10	4	-23	25	16	0.8	0.4	30
CC(=O)N1CCn2c3c(c4cc(C)ccc42)CCCC31 (centres undefined)	14	19	1	0	24	5	-0.3	-0.8	-48
Cc1ccc(C(C)C)cc1NC(=O)Nc1ccc([N+](=O)[O-])cc1	29	28	nt	11	106*	2	5.6	9.9	-10
COC(=O)CCc1c(C)c(C(=O)c2cc(F)c(F)c(F)c2F)c2ccccn12	11	-29	2	-5	9	8	0.1	1.0	11
CC(C)OCC(O)Cn1c(N2CCCC2)nc2c1c(=O)[nH]c(=O)n2C (centres undefined)	4	14	-4	5	-7	19&9	-0.7	-0.1	-8&-16
O=C1CCC(C(=O)Nc2ccc(OC(F)F)cc2)N1 (centres undefined)	-24	9	-5	3	9	4	1.1	1.1	20
CCn1c(C(=O)N2CCc3ccccc3C2)cc2sccc21	4	-11	3	-1[fluorescence artefact?]	39	7	-0.9	-1.8	11
Cc1ccc(NC(=O)c2cccs2)cc1NC(=O)c1cccnc1	23	4	3	-4	15	0	0.8	0.9	14
Cc1cc(CN2CCN(CCC#N)CC2)c(O)c(C2(C)CCCCC2)c1	1	-14	3	0	64	9	-0.5	3.4	41
Cc1nc(NC(=O)CSc2nc3cccnc3n2C2CCCCC2)sc1C	-2	-10	8	-2	65	6&7	1.4	1.8	25&12
Cc1csc(NC(=O)CCCSc2nc3ccccc3s2)n1	15	-16	4	-18	31	9	0.0	-0.2	-52
Cc1ccc(N2C(=O)NC(C(F)(F)F)(C(F)(F)F)C3=C2CC(C)(C)CC3=O)cc1	11	6	1	-4	4	9	0.8	-0.4	27
Cc1cccc(NC(=O)/C(C#N)=C\c2cc(C)n(-c3ccc(C(=O)O)cc3)c2C)c1	9	6	-2	-11	-7	3	1.1	1.6	-24
O=C1CCC(C(=O)OC(C(=O)c2c[nH]c3ccccc23)c2ccccc2)=NN1 (centres undefined)	4	20	-1	16[fluorescence artefact?]	4	1	0.7	1.9	-4
CC(=O)NC1CC2CCCC(C1)N2C(=O)Nc1ccc(Cl)c(C(F)(F)F)c1 (centres undefined)	20	-13	-2	-11	23	4	-0.2	3.3	-16
CCNC(=S)N(Cc1c(C)noc1C)c1ccccc1	19	-13	-1	-21	17	4	0.1	1.1	1
Cc1nc(Nc2ccc3c(c2)OCO3)c2oc3ccccc3c2n1	15	-19	6	69	30	9	-1.6	-2.2	-6
CCN(C(=O)c1coc(=O)c(Br)c1)c1ccc2c(c1)OCO2	5	-13	2	52	-36	9	0.5	-0.4	-62
COCCCNC(=O)c1ccc(CN2CCc3ccccc3C2)cc1	20	4	-7	-11	18	9	1.5	3.7	-46
COc1ccc(NCC(=O)N/N=C/C(C)c2ccccc2)cc1 (centres undefined)	13	4	-4	-14	6	4	0.6	-0.2	-8
COc1cc(C)nc2nc(SCc3ccccc3)nn12	4	-3	0	-6[fluorescence artefact?]	9	nt	-0.6	-0.8	8
CC(C)Sc1nc2ccccc2c(=O)[nH]1	18	-9	0	3	21	4	0.6	1.6	-36
COc1ccccc1CN1CCNC(=O)C1CC(=O)NC1Cc2ccccc2C1 (centres undefined)	-1	-5	0	-16	1	5	0.1	1.0	11
Cc1cc(NC(=O)c2cc3nc(C4CC4)cc(C(F)(F)F)n3n2)no1	-16	-7	1	-6	-3	2	0.4	-0.8	31
CC(C)(C)c1ccc(C(CC(=O)O)NC(=O)CCCc2ccccc2)cc1 (centres undefined)	2	-16	17	4	-10	2	0.9	3.0	49
CC(C)OC(=O)CSc1n[nH]c(-c2cccnc2)n1	-2	4	5	-13	23	9	-0.5	-0.6	-3
Cc1cccc(CSc2nnc(NC(=O)c3ccco3)s2)c1	20	13	1	-2	2	7	0.8	-1.4	38
C=CCNC(=O)c1ccccc1NC(=O)c1ccccc1C	25	-14	-6	-8	8	1	-0.2	-1.8	7
O=[N+]([O-])c1cccc(-c2nc(Oc3ccc(Cl)cc3)c3ccccc3n2)c1	11	9	-2	-21	-3	7	0.8	0.4	15

In the list so far, these contain a cyano group.
SMILES	PPC-1+TRAIL kill	NPY-Y1 PAM-ag	NPY-Y1 antag	14-3-3 Bad inh	CHOP inhibitor	PGE2 EP2 inh	TRPML3 agonist	TRPN1 ag	EP2 modulator
Cc1cc(CN2CCN(CCC#N)CC2)c(O)c(C2(C)CCCCC2)c1	1	-14	3	0	64	9	-0.5	3.4	41
Cc1cccc(NC(=O)/C(C#N)=C\c2cc(C)n(-c3ccc(C(=O)O)cc3)c2C)c1	9	6	-2	-11	-7	3	1.1	1.6	-24

Following part.
SMILES	PPC-1+TRAIL kill	NPY-Y1 PAM-ag	NPY-Y1 antag	14-3-3 Bad inh	CHOP inhibitor	PGE2 EP2 inh	TRPML3 agonist	TRPN1 ag	EP2 modulator
Cc1cccc(NC(=O)CN2C(=O)N/C(=C/c3ccc(-c4cccc(C(=O)O)c4C)o3)C2=O)c1	27	-18	4	-11	10	8	0.8	0.1	21
O=C(Cn1cc(C(F)(F)F)ccc1=O)NC(c1ccccc1)c1ccccc1	15	-7	-1	-5	3	14	0.2	-0.3	28
O=C(CSc1nncc(=O)[nH]1)NCc1ccccc1	8	13	2	-4	1	0	0.8	0.0	-8
CCc1ccccc1NC(=O)c1ccc(NS(C)(=O)=O)cc1	9	0	2	-2	27	10	0.5	-0.3	9
CCc1ccc2nc(N3CCN(C)CC3)c(C#N)cc2c1	13	-72	15	9	-20	10	0.2	1.3	-5
Cc1ccc(NC(=O)Cn2cc(S(=O)(=O)c3ccc(F)cc3)c(=O)c3cc(F)ccc32)cc1	20	9	4	-7	12	8	0.9	1.3	12
Cc1cc(C(=O)N/N=C/c2cccc(Cl)c2Cl)no1	-10	-11	0	5	-13	21	0.1	-0.3	-2
O=C(C/C=N\OCc1ccc([N+](=O)[O-])cc1)Nc1ccc(Br)cc1	33	-8	5	-1	-5	6	-0.1	-0.1	-64
CC(=O)N1N=C(c2ccc(Cl)cc2)OC1c1ccc(C(C)C)cc1 (centres undefined)	17	2	5	2	12	6	-0.2	-0.5	5
O=C(Cn1cnc2ccccc21)NC(c1ccccc1)c1ccccc1	17	19	6	4[fluorescence artefact?]	-4	5	-0.1	0.0	3
COc1ccccc1CNC(=O)CCC(=O)Nc1nnc(C(C)C)s1	-26	-12	-1	-8[fluorescence artefact?]	21	5	0.6	-0.4	8
CCOC(=O)N1CCC(NC(=O)c2ccc3c(Cl)c4c(nc3c2)CCCC4)CC1	15	-15	1	2	58	9	-0.2	-2.0	-22
O=C(c1cccn2c(=O)c3ccccc3nc12)N1CCN(c2ccccn2)CC1	16	18	-4	-1[fluorescence artefact?]	-22	12	-1.0	-0.4	5
Cc1nc(NC(=S)NC(=O)COc2ccc(Cl)cc2)ccc1Br	10	-7	-6	3	9	4	-0.1	-0.3	4
Cc1ccc(N(C(=O)C2CCCC2)C2C=CS(=O)(=O)C2)cc1C (centres undefined)	2	11	-4	-3[fluorescence artefact?]	3	nt	-0.9	-1.1	23
C=CCn1c(-c2ccccc2)nc(=S)c2c1CCCC2	4	-5	nt	-4	-8	8	0.9	-1.3	-5
COCCN(C(=S)Nc1cccc(Cl)c1C)C(C)c1ccco1 (centres undefined)	13	1	nt	-3	42	2	0.0	-0.1	20
Cc1cc2c(ncn2Cc2ccccc2)c(N)c1C	-6	0	1	-8	15	9	0.7	-0.6	8
CC(C)(C)N=Cc1cc(-c2ccccc2)sc1O	20	14	4	-8	-5	6	0.7	0.6	-52
CC(C)(C)OC(=O)N[C@@H](Cc1ccccc1)c1nnc(SCC(=O)O)o1	5	-16	2	5	20	7	0.0	1.6	14
Cc1ccc(S(=O)(=O)N2CCN(C(=O)Cc3ccccc3)CC2)cc1	-5	-4	0	7	-33	1	-0.8	0.5	-23
COCCNC(=O)c1onc(CSc2ccc(C(C)C)cc2)c1C(=O)O	-4	-15	18	2	59	8	0.4	-0.3	10
O=S(=O)(Nc1cccc(CCc2ccccn2)c1)c1ccc2ccccc2c1	16	-3	14	6	84*	nt	0.3	1.9	-21
CC1=C(C(=O)Nc2ccccc2)C(c2ccc(Cl)cc2)n2c(s/c(=C/c3cccc(OCC(=O)O)c3)c2=O)=N1 (centres undefined)	26	-5	7	-15	21	6	2.3	0.4	42
COCCNS(=O)(=O)c1ccc(C2CNC(=O)C2)cc1 (centres undefined)	18	-2	1	-1	16	4	1.1	0.5	9
CCN(CC)S(=O)(=O)c1ccc(N2CCOCC2)c(NC(=O)C2CCCC2)c1	21	-1	3	2	-8	8	0.6	-1.1	4
CC(C)(C)n1nnc(CCc2nnn(C(C)(C)C)n2)n1	10	1	6	3	45	11	0.5	0.9	-1
O=S1(=O)Cc2cc3ccccc3cc2C1	1	19	2	-12	-6	7	0.2	-0.5	-36
